Source: PubChem BioAssay (several laboratories)
Hck Nef HTS: inhibitors of human Hck kinase activated by Nef; P08631; inhibition, % at 20 µM; Recombinant Hck-YEEI plus Nef, Z-Lyte FRET kinase assay; AID 463187; hit rate 0.68% among 220,000;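 active = Hck-Nef kinase inhibition above about 50%, limit read from the data; inactive = inhibition below that limit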;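 note: 0% = DMSO with Hck plus Nef and 100% = Hck alone without Nef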
Thrombin inh: blocks human thrombin protease activity; P00734; alpha-thrombin, Boc-VPR-AMC fluorogenic substrate cleavage; inhibition, % at 5 µM; hit rate 0.26% among 220,000;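 active = inhibition at or above 40%; inactive = inhibition below 40%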;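 note: 0% = enzyme with no compound and 100% = wells without enzyme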
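System – human alpha-thrombin · Medium – pH 7.5 Tris (50 mM) with NaCl 150 mM, Tween 20 0.05% · Compound – single-point dosing at 5 µM, 0.2% DMSO · Incubation – enzyme reaction carried out at room temperature · Technique – fluorescence of released AMC, ex 355 nm, em 460 nm · Read-out basis – % inhibition of thrombin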
Runt-SMMHC FRET: Runt domain-CBFb-SMMHC interaction inhibition; Q01196+Q13951; Cerulean-Runt/Venus-CBFb-SMMHC FRET ratio 530/480, 1 h; hit rate 0.74% among 220,000; inhibition, % at 20 µM; AID 1434;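 active = mean inhibition across duplicate retests at 20 µM reaching about 50%, limit read from the data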;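 note: 0% = DMSO wells and 100% = wells with excess untagged CBFb-SMMHC; inhibitors lower the FRET ratio by blocking Runt binding to CBFb-SMMHC; some results filed as inactive read as strong as hits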
FXIIa inh 1536: factor XIIa (human) inhibition | inhibition, % at 5 µM | P00748 | hit rate 0.3% among 220,000 | purified FXIIa, Boc-QGR-AMC fluorogenic substrate, 2 h | AID 800; in the data active = inhibition above about 40%;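 note: 0% = enzyme with no compound and 100% = blank without enzyme; many of its hits are not listed in these tables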
FXIa inh: factor XIa (human) inhibition; hit rate 0.14% among 220,000; purified FXIa, Boc-Glu-Ala-Arg-AMC fluorogenic substrate; inhibition, % at 5 µM; P03951; AID 798;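 active = inhibition of at least 40%; inactive = inhibition below 40%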;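 note: fluorescence of freed AMC excited at 355 nm; 0% = enzyme without compound and 100% = no enzyme blank; many of its hits are not listed in these tables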
Target sequence (P03951 19-387 limits assumed): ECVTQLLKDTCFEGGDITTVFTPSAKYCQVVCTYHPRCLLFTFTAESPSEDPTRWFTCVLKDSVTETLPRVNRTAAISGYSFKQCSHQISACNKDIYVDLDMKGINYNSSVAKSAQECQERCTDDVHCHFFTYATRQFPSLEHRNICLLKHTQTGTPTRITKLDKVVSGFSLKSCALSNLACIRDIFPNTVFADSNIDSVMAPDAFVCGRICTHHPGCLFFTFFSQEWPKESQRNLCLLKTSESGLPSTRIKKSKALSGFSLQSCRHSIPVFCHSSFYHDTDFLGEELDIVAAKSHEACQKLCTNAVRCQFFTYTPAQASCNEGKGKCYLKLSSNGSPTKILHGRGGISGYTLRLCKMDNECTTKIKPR
Target sequence (P03951 388-625 limits assumed): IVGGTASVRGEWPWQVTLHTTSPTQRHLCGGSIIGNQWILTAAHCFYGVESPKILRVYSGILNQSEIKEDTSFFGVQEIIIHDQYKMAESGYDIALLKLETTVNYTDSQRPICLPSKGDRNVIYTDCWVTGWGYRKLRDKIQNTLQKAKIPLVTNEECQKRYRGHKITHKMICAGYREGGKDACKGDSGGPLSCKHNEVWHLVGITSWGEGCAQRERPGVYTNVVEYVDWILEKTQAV
Runt-CBFb FRET: blocks binding of human RUNX1 Runt domain to CBFb; Q01196+Q13951; Cerulean-Runt/Venus-CBFb FRET ratio 530/480, 1 h; inhibition, % at 20 µM; hit rate 0.46% among 220,000;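 active = inhibition over about 50% at 20 µM in the single-dose screen, limit read from the data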;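 note: 0% = DMSO wells and 100% = excess unlabeled CBFb competitor control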
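test system = Cerulean-Runt domain fusion protein, energy donor | probe or stimulus = Venus-CBFb binding partner, 100 nM | incubation = two 1 h room-temperature incubations shielded from light | detection = fluorescence energy transfer, 422 nm excitation, 530/480 nm emission | measure = loss of energy transfer signal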
Wee1 degr inh: human Wee1 degradation inhibition, primary screen | P30291 | HeLa Luc-Wee1K328M stability, luciferase luminescence; 100% = proteasome inhibitor MG132 effect | reporter increase, % at 5 µM | hit rate 1.2% among 220,000;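 active = activation above the mean of all tested compounds plus 3 SD, set per screening run, cut at about 8.8% in these data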;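 note: cells exposed to compound for 20 h before luminescence read; 0% = DMSO alone and 100% = MG132 at 30 µM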
KLK5 inh: blocks human kallikrein 5 protease activity | hit rate 0.59% among 210,000 | AID 873 | Q9Y337 | recombinant hK5, fluorogenic AMC substrate cleavage | inhibition, % at 5 µM;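 active = inhibition of 40% or more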;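 note: 0% = enzyme controls without compound and 100% = no-enzyme blanks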
14-3-3 Bad inh: disrupts binding of bovine 14-3-3 zeta to phospho-Bad peptide | P63103 | TR-FRET 14-3-3zeta/Dy647-pBad peptide displacement, 1 h | inhibition, % at 21.7 µM | hit rate 0.71% among 220,000;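 active = inhibition above about 70%, limit read from the data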;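 note: 0% = full 14-3-3 plus peptide FRET controls and 100% = background without 14-3-3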
Target sequence (P63103 whole entry, looked up): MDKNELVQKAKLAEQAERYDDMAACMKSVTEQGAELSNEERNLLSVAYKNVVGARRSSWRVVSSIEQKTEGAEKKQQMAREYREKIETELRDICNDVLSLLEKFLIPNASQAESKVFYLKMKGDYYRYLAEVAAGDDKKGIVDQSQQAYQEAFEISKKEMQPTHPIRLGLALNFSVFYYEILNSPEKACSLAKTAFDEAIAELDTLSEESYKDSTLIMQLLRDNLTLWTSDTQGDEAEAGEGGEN
* = called active by the depositor; nt = no result given; [ ] = another dose, or the depositor's remark.

canonical_smiles	Wee1 degr inh	Runt-CBFb FRET	KLK5 inh	FXIa inh	Thrombin inh	FXIIa inh 1536	Hck Nef HTS	14-3-3 Bad inh	Runt-SMMHC FRET
O=C(CCNS(=O)(=O)c1cccc2nonc12)NCc1cccs1	5	0	-18	18	-2	12	-2	11	4
CCCCCN1C=CC(=C2C(=O)c3ccccc3C2=O)C=C1	-4	-12	11	4	4	12	2	-17	-43
O=C(c1ccco1)N1CCN(S(=O)(=O)Cc2ccccc2Cl)CC1	1	6	nt	-1	-5	7	11	-3	-2
COc1ccc(CC(=O)NN2C(=O)c3ccccc3C2=O)cc1	1	-2	-16	2	-4	9	0	-10	0
O=C(Cc1csc(-c2ccccc2)n1)NCc1ccccc1F	-2	-3	-18	5	-6	6	4	-6	1
Nc1c(C(=O)NCc2ccc3c(c2)OCO3)nnn1Cc1cccc(F)c1	7	-1	1	2	3	13	28	0	2
C=CCn1c(Br)nc2c1c(=O)[nH]c(=O)n2C	0	1	-31	-9	0	4	-1	-2[fluorescence artefact?]	2
Cc1nn(Cc2ccccc2)c(Cl)c1C(=O)OC1CCOC1=O (stereo not given)	-3	2	-18	3	2	-1	1	13[fluorescence artefact?]	2
Cc1ccc(CSc2nc3c(c(SCC(=O)O)n2)CCCC3)cc1	0	-1	14	28	2	15	-1	-2	0
N#Cc1nc(N2CCCC2)nc(N2CCCC2)n1	1	0	-1	18	-2	24	0	0	-5
Cc1cc(C)n(-c2ccc3cccc(NS(C)(=O)=O)c3n2)n1	2	0	-71	-6	-4	3	0	8	4
CCc1ccc(/C=N/NC(=O)c2ccc(OC3CCCC3)cc2)s1	2	2	-1	-2	-16	-7	8	4	0
CC(NC(=O)c1cc(COc2c(F)cccc2F)on1)c1cnn(-c2ccccc2)c1 (stereo not given)	2	-4	27	30	5	33	11	1	0
O=C(CSc1nnnn1-c1cccc(C(=O)O)c1)NC(c1ccccc1)c1ccccc1	1	-3	nt	-2	-5	4	4	-2	3
C1=C(CCNCC2CCCCC2)CCCC1	-1	2	-10	-6	-1	0	-1	10	-2
CC(C)N(Cc1cnn(C)c1)Cc1nc(COc2ccccc2)no1	1	2	-4	-4	-1	3	5	-3	3
CCn1c(SCC(=O)NCC2CCCO2)nc2cc(S(=O)(=O)N3CCCCC3)ccc21 (stereo not given)	3	-1	1	-1	1	6	2	-5	-1
Cc1sc(Cc2nc(O)cs2)nc1-c1ccccc1	-2	2	-18	-7	2	5	12	-13	-10
COC(=O)C1=C(C)NC(=S)NC1/C=C/c1ccccc1 (stereo not given)	1	2	17	12	8	21	21	-6	0
FC(F)(F)c1nnc2c(Sc3ccccc3)nc3ccc(Cl)cc3n12	3	-3	-16	-11	0	6	2	9[fluorescence artefact?]	2
C(#Cc1ccc(C#CCN2CCCC2)cc1)CN1CCCC1	2	0	-21	-3	-5	4	0	22	-1
Cc1ccc(NC(=O)CCc2nc3ccccc3[nH]2)cc1C	-2	-1	3	3	2	12	30	8	0
CCC(=O)O/N=C(\N)c1ccc(Oc2cc(C)c(Cl)c(C)c2)c([N+](=O)[O-])c1	-1	-1	3	2	2	2	9	-8	-3
O=C(O)C1CC=CCC1C(=O)NCCCCc1ccccc1 (stereo not given)	-1	0	-7	-3	0	6	-2	-10	-2
COc1cc(O)c(C(CC(=O)N2CCOCC2)c2cc(OC)c(OC)c(OC)c2)c(OC)c1 (stereo not given)	nt	2	1	1	-1	5	24	-6	-2
COc1ccc(N2C(=O)/C(=C\c3ccco3)N=C2SCC(=O)NC(C)C)cc1Cl	-1	-2	-8	4	-11	10	3	-7	-14
CCCNS(=O)(=O)c1ccc(CCC(=O)N2CCCCC2)cc1	1	-1	-15	4	-5	10	-13	0	-1
Cc1cccc(C)c1NC(=O)NC1(C(=O)NCCN2CCOCC2)CCCCC1	-1	2	3	2	0	14	20	-3	-3
O=[N+]([O-])c1ccc(N/N=C/c2sc(N3CCOCC3)nc2-c2ccccc2)c(S(=O)(=O)Nc2ccc(Cl)cc2)c1	2	-20	1	5	9	11	17	-3	-34
COCCn1c(=O)[nH]c2cc(C(=O)NCCN3CCN(c4ccc(OC)cc4)CC3)ccc2c1=O	-2	0	-23	1	2	-3	0	-4	0

Complete entries as entered above. Order of screens: Wee1 degr inh | Runt-CBFb FRET | KLK5 inh | FXIa inh | Thrombin inh | FXIIa inh 1536 | Hck Nef HTS | 14-3-3 Bad inh | Runt-SMMHC FRET
Entry for Nc1c(C(=O)NCc2ccc3c(c2)OCO3)nnn1Cc1cccc(F)c1 : 7 | -1 | 1 | 2 | 3 | 13 | 28 | 0 | 2
Entry for COc1ccc(N2C(=O)/C(=C\c3ccco3)N=C2SCC(=O)NC(C)C)cc1Cl : -1 | -2 | -8 | 4 | -11 | 10 | 3 | -7 | -14

Later entries
canonical_smiles	Wee1 degr inh	Runt-CBFb FRET	KLK5 inh	FXIa inh	Thrombin inh	FXIIa inh 1536	Hck Nef HTS	14-3-3 Bad inh	Runt-SMMHC FRET
CCNC(=S)NNC(=O)c1cc(-c2cccnc2)nc2ccccc12	-2	2	-7	-3	18	4	25	-14	4
COCCn1nnnc1C(c1ccc2ncccc2c1)N1CCc2ccccc21 (stereo not given)	6	-2	-17	14	-14	24	5	2	1
CCN1C(=O)CS/C1=N\c1nccs1	-1	2	-21	6	5	13	0	3	-2
CCN(CC)S(=O)(=O)c1ccc(OC)c(NC(=S)Nc2ccc(C)c(C)c2)c1	4	3	-26	6	-3	7	-4	8	2
CCn1c(SCC(=O)c2ccc(NC(C)=O)c(OC)c2)nnc1-c1ccc(NS(C)(=O)=O)cc1	0	1	-17	8	-1	10	2	2[fluorescence artefact?]	2
N#C/C(=C\Nc1ccc(Cl)cn1)S(=O)(=O)c1ccccn1	0	1	-2	1	-7	4	11	1	-3
O=C(O)CCS(=O)(=O)c1nc(-c2cccs2)cc(C(F)(F)F)n1	1	4	-51	-14	-5	5	2	-7	7
CCOC(=O)CNC(=S)N(CCCN1CCCC1)Cc1cccs1	2	-2	10	1	-12	8	16	-21	0
Cc1ccc(Cc2nc(-c3cccnc3)no2)cc1	3	3	-1	2	4	13	1	-21[fluorescence artefact?]	-8
N#CCSc1nnc(CNc2cccc(Cl)c2)o1	-1	-2	25	15	34	21	1	nt	-2
Cc1cc(Nc2ccccc2)nc(N)n1	5	1	0	0	-1	-2	0	-4[fluorescence artefact?]	-6
COc1ccc(CCN(Cc2cccs2)S(=O)(=O)c2ccc(-n3cnnn3)cc2)cc1OC	-2	nt	-5	-9	-6	-4	2	-11	nt
O=C1N2CN(C(c3ccccc3)c3ccccc3)CN=C2SC1(CO)CO	0	1	8	6	1	7	1	1	2
O=C(CS(=O)(=O)c1ccc2ccccc2c1)Nc1ccccc1Cl	-3	-1	58*	11	16	20	0	3	3
O=c1cc(CN2CCc3ccccc32)nc2sccn12	1	1	-11	0	-10	15	2	-20	1
CCN(CC)CCCNC(=O)c1ccc2c(=O)n(Cc3ccc4c(c3)OCO4)c(=S)[nH]c2c1	1	2	-4	2	-8	12	23	-14	2
Cc1ccc2c(c1)c1nnc(SCC(=O)N3CCCc4ccccc43)nc1n2CC(=O)O	5	-3	2	-6	-10	1	21	17	-1
CCOC(=O)CCc1c(C)c(C#N)c2nc3ccccc3n2c1-n1ccnc1	2	-10	19	6	5	6	0	1	60
CCCC(=O)Nc1ccccc1NC(=O)C1CCCCC1	-3	3	1	5	-2	16	-10	0	0
CCOc1cc(/C=N/N=C2/NC(=O)C(CC(=O)O)S2)ccc1OCc1ccccc1Cl (stereo not given)	0	-3	0	3	1	3	32	11	-2
O=C(Cn1nnc2ccccc21)OCC(=O)c1ccc(Cl)cc1	2	0	-3	-4	-5	3	1	-1	1
Cc1ccc(S(=O)(=O)/N=C2/NC(=O)/C(=C\c3ccco3)S2)cc1	3	-14	-13	5	0	16	1	42[fluorescence artefact?]	-22
Cn1c(CN2CCN(CC#N)CC2)c(C#N)c2ccccc21	1	2	-17	-9	-9	2	19	-2	0
Cc1ccccc1NC(=O)c1nn(-c2ccc(F)c(F)c2)ccc1=O	0	-1	-3	-1	4	7	8	-6	3
O=C1NC[C@H](Cc2ccccc2)N(CC2CCCCC2)C1=O	nt	1	0	-1	-3	4	32	-2	1
O=S(=O)(CCn1cccc1)CCn1cccc1	2	0	8	-7	-9	-1	-1	-2	-2
O=C(CSCc1cccc(F)c1)N1CCN(c2ccccc2)CC1	-2	-1	-21	-1	-2	7	-1	-12	0
O=C(N/N=C/C(Br)=C\c1ccccc1)c1ccc2nc[nH]c2c1	2	-2	-1	-6	-2	3	2	-6[fluorescence artefact?]	-11
CCCCNC(=O)c1onc(CSc2ccc(Cl)cc2)c1C(=O)O	-1	-10	7	9	3	17	4	9	1
O=C(Nc1ccc(F)cc1)NC1CCN(Cc2nnnn2Cc2ccco2)CC1	2	15	15	6	-2	8	1	9	2

Other compounds.
canonical_smiles	Wee1 degr inh	Runt-CBFb FRET	KLK5 inh	FXIa inh	Thrombin inh	FXIIa inh 1536	Hck Nef HTS	14-3-3 Bad inh	Runt-SMMHC FRET
CCc1ccc(C(CNC(=O)c2ccc3c(=O)n(-c4ccccc4F)c(=S)[nH]c3c2)N(C)C)cc1 (stereo not given)	2	2	-3	-1	0	10	17	-10	0
O=C(Cn1nnc(-c2ccccc2-n2cnnn2)n1)c1ccccc1	2	1	-17	3	-4	6	1	10	-5
CCOC(=O)CN(C(=O)CNC(=O)c1cccs1)C(C(=O)NC1CCCCC1)c1cccs1 (stereo not given)	-2	-2	-10	6	1	17	-6	-2	2
COc1ccc(-n2c(SC(C)C(=O)Nc3ncc(Cl)cc3Cl)nc3ccccc32)cc1 (stereo not given)	-1	4	-7	27	-5	40	1	-4	7
O=C(Nc1ccc(F)cc1)c1ccccc1CC[N+](=O)[O-]	0	1	-19	-4	-13	17	2	-15	-1
CCOC(=O)c1[nH]c(C)c(C(=O)N2CCc3c([nH]c4ccccc34)C2c2ccccn2)c1C (stereo not given)	-3	-4	-1	-3	-14	6	21	-1	0
COC(=O)c1c(C)nn(-c2ccc(OC(F)(F)F)cc2)c1-c1snnc1C	-1	-2	5	-4	1	8	5	-2	1
O=C(OCC(=O)N1CCCC1)c1cc(Br)ccc1Cl	5	-2	-2	-2	12	-1	23	-5	1
CCOC(=O)C(=O)/C(C#N)=C/Nc1ccc(F)cc1	-2	2	-6	1	2	9	-2	31	0
O=C(CC1C(=O)NCCN1Cc1ccc(F)cc1)NCCN1CCCc2ccccc21 (stereo not given)	0	9	nt	2	0	10	3	-9	6
O=C(Nc1nc(-c2ccccn2)cs1)c1ccc([N+](=O)[O-])o1	5	31	-21	4	4	9	8	-2	9
CC(C)c1ccc(/C=C2\SC(N3CCOCC3)=NC2=O)cc1	9.2*	-1	5	5	-2	15	31	-6	0
Cc1oc(S(=O)(=O)N(C)C)cc1C(=O)Nc1ccc(Cl)cc1	0	0	4	9	-1	4	6	-1	1
O=C1C2CC=CCC2C(=O)N1Cc1nnc(-c2ccc(Cl)cc2)o1 (stereo not given)	3	-2	2	-1	-1	8	-1	-11	2
